# BioA inh – M. tuberculosis BioA enzyme inhibitors, primary screen, biochemical, plate reader, single point, HTS; hit rate 0.096% among 360,000; purified M. tuberculosis BioA enzyme; inhibition, % at 9.99 µM; 7,8-diaminopelargonic acid synthase BioA (Mycobacterium tuberculosis); AID 602481, 2012; in the data active = inhibition above about 40%; inconclusive = no clear call, values can overlap the other calls
# Rv3671c protease – Rv3671c serine protease inhibitors, primary screen, biochemical, fluorescence polarization, M. tuberculosis H37Rv; AID 2606, 2010; P9WHR9; inhibition, % at 5.96 µM; hit rate 0.048% among 320,000; in the data active = inhibition above about 38%;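 note: extracellular domain of Rv3671c used as enzyme; 0% = enzyme with DMSO and 100% = no enzyme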
# BoNT-F LC inh – BoNT/F light chain protease inhibitors, primary screen, biochemical, flow cytometry, MLPCN library. Multiplex microsphere protease cleavage assay. AID 588497, 2011. hit rate 0.22% among 360,000. inhibition, % at 10 µM; in the data active = inhibition above about 35%, passing the limit was not always enough; inconclusive = no clear call, values can overlap the other calls; note: plate controls were buffer without enzyme for full effect and enzyme alone for no effect
# FBA Mtb inh – Mtb FBA enzyme inhibitors, primary screen, biochemical, fluorescence, strain H37Rv; inhibition, % at 1 µM; hit rate 2.3% among 360,000; purified M. tuberculosis FBA, fluorescence read-out; AID 588726, 2011; in the data active = inhibition above about 27%;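 note: 0% = vehicle and 100% = reference inhibitor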
# Target sequence (P9WQA3 whole entry, looked up): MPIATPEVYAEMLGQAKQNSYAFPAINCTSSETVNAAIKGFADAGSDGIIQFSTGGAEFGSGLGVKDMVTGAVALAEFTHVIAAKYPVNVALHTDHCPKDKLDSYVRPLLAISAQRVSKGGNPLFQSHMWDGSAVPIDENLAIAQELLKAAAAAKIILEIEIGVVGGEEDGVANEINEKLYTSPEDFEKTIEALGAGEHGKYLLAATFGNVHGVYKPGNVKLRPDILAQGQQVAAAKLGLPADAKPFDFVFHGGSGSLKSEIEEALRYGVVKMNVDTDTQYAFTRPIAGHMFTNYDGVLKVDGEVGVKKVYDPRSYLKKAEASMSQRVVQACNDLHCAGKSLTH
# UGM FP inh – M. tuberculosis UGM enzyme inhibitors, primary screen, biochemical, fluorescence polarization, single point; purified UGM, fluorescence polarization probe displacement; inhibition, % at 10 µM; hit rate 0.06% among 320,000; in the data active = inhibition above about 10%, passing the limit was not always enough; inconclusive = no clear call, values can overlap the other calls
# Target sequence (P9WIQ1 whole entry, looked up): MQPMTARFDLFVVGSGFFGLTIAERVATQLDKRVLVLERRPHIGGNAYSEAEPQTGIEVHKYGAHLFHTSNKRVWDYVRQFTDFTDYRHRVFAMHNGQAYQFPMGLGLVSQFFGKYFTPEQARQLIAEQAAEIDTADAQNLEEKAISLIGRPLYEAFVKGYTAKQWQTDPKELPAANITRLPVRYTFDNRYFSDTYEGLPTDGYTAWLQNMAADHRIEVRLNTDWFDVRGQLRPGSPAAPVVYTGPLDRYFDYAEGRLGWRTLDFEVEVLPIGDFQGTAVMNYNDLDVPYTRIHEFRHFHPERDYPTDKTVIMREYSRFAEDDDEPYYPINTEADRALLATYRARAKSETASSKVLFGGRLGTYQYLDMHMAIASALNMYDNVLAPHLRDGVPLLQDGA
# PrPC TRFRET – inhibitors of human cell surface prion protein PrPC, primary screen, cell-based, TR-FRET | TR-FRET read-out | hit rate 0.43% among 370,000 | inhibition, % at 13.8 µM | Major prion protein (Homo sapiens), P04156; in the data active = inhibition above about 24%; note: 0% = median of the test wells and 100% = reference compound wells
# GDH-TPI inh – GDH-TPI coupling enzyme inhibitors, primary screen, artefact control for M. tuberculosis FBA inhibitor project, biochemical, absorbance, full deck; hit rate 1.2% among 360,000; GDH-TPI coupled enzyme counterscreen, NADH absorbance; AID 588335, 2011; inhibition, % at 4.8 µM; in the data active = inhibition above about 30%;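 note: 0% = DMSO wells and 100% = wells lacking the enzyme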
# MazF activator – activators of E. coli MazEF toxin-antitoxin RNase, primary screen, biochemical, fluorescence, uHTS; Endoribonuclease toxin MazF (Escherichia coli (strain K12)), P0AE70; FAM/BHQ RNA-DNA oligo cleavage fluorescence, 5 h; activation, % at 20 µM; hit rate 0.32% among 350,000; in the data active = activation above about 50%
# Target sequence (P0AE70 whole entry, looked up): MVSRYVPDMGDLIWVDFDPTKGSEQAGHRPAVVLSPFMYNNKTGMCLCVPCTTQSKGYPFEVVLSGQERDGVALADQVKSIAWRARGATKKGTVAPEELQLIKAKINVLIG
# FadD28 binding – inhibitors of FadD28 bisubstrate probe binding, primary screen, biochemical, fluorescence polarization, single point. Mycobacterium tuberculosis FadD28 fatty-acid-AMP ligase. inhibition, % at 12.5 µM. hit rate 0.22% among 360,000. AID 588549, 2011; in the data active = inhibition above about 8.5%, passing the limit was not always enough; inconclusive = no clear call, values can overlap the other calls
# * = called active by the depositor; ? = inconclusive; . = no result given; & = joins results of further samples.
SMILES,BioA inh,Rv3671c protease,BoNT-F LC inh,FBA Mtb inh,UGM FP inh,PrPC TRFRET,GDH-TPI inh,MazF activator,FadD28 binding
CCOC(=O)c1nc(-c2ccc(OC)c(OC)c2)no1,.,-8,-9,-2,-0.2,6,4,-2,-0.7
CC1=C(C(=O)N(C)C)CC(CC(=O)NCc2cccs2)C(=O)N1CCCN1CCCC1=O (stereo not given),0.0,.,-3,2,.,-3,4,12,-1.0
CC12CCC(=O)N1C(C(=O)N1CCN(c3cccc(Cl)c3)CC1)CS2 (stereo not given),0.4,-4,2,-1,-1.3,-8,2,5,-4.2
O=C1NCCN1C(=O)c1ccco1,1.2,-7,-2,-1,0.3,1,13,10,-1.1
COC(=O)c1ccccc1NC(=O)c1ccc2c(c1)CC(C)O2 (stereo not given),2.5,.,-25,1,-2.8,2,6,-4,-2.8
COc1ccccc1C1CCCN1Cc1nc(-c2cc3c(cc2Cl)OCO3)oc1C (stereo not given),.,-3,2,2,-0.7,-2,2,-5,-3.1
CSCCC1NC(=O)N(C(C)C(=O)Nc2cc(Cl)cc(Cl)c2)C1=O (stereo not given),.,-9,-12,4,1.1,-5,-2,7,-3.4
COCCNC(=O)CN(CC1CCCO1)C(=O)CCC(=O)Nc1ccccn1 (stereo not given),-0.5,12,-14,-4,0.0,8,-13,-3,-1.9
Cc1ccc(NC(=O)CSCC(=O)NNC(=O)c2ccoc2C)cc1,-1.0,-1,6,1,3.1,4,6,-2,-1.8
O=C(CCN1C(=O)[C@@H]2Cc3ccccc3CN2C1=O)NCc1ccccc1,-1.1,2,-4,6,1.6,-4,1,-7,-0.6
O=C(O)CCc1nn2cc(-c3ccccc3)nc2[nH]c1=O,-0.3,-5,-3,45*,-0.9,2,18,-7,-0.1
C/C(=N\Nc1ccc(Cl)cc1)c1ccncc1,0.1,0,-12,-2,-1.1,-6,9,2,.
COc1ccccc1-n1c(SCC(=O)N2CCCC2)nc2cccnc21,2.5,4,-31,-2,-1.6,-5,2,-1,-0.9
CCOC(=O)C1=C(N)Oc2cc(O)ccc2C1c1ccccc1 (stereo not given),1.6,-3,?,2,0.4,7,-2,17,-1.0
O=C(NCC(=O)N1CCN(S(=O)(=O)c2ccccc2F)CC1)c1ccc2ccccc2c1,.,-4,19,6,3.3,8,12,-2,-0.1
c1cn2c(NC3CCCCC3)c(-c3ccc(SC4CCCCC4)cc3)nc2cn1,-1.3,9,-9&-5,4,2.1,4&-1,-3,-33,-2.3
Cc1onc(-c2ccccc2Cl)c1C(=O)N1CCN(C(=O)c2ccco2)CC1,0.0,6,-8,0,2.8,0,-6,-2,-4.3
CC1CCN(C(=O)CSCc2ccc(Cl)cc2)CC1,1.8,7,-3,4,-1.3,6,3,4,0.0
Cn1c(Cn2nnc3ccccc32)nnc1SCC(=O)N1CCc2ccccc21,-3.0,-12,5,-3,1.2,-9,5,0,-1.5
CNC(=S)N(C)[C@H]1c2c(ccc3ccccc23)OC[C@H]1CO,.,10,-5,1,-1.9,-1,-4,8,-3.2
COC(=O)/C=C1/N/C(=N\c2nc(C)cc(C)n2)N(c2cccc(C)c2)C1=O,0.4,-5,-1,-1,3.0,9,27,6,-1.2
C=CCn1c(Sc2nc(C)cs2)nc2c1c(=O)[nH]c(=O)n2C,-2.9,4,-2,2,2.0,-4,3,5,-0.8
Cc1ccc(NS(=O)(=O)c2ccc(OCC(=O)NCC3CCCO3)cc2)cc1 (stereo not given),.,-20,-11,4,-0.8,2,-4,4,-0.6
CC(C)OCCCNc1ccc(N2C(=O)CCCC2=O)cc1[N+](=O)[O-],-0.5,-3,16,-6,-0.1,-26,4,1,-0.8
COC(=O)/C=c1/s/c(=C(/C#N)C(=O)N2CCOCC2)n(-c2ccccc2)c1=O,-1.7,6,.,2,-2.4,6,40*,-1,-0.6

# An excerpt from above, showing only Rv3671c protease:
molecule | Rv3671c protease
COC(=O)/C=C1/N/C(=N\c2nc(C)cc(C)n2)N(c2cccc(C)c2)C1=O | -5
COC(=O)/C=c1/s/c(=C(/C#N)C(=O)N2CCOCC2)n(-c2ccccc2)c1=O | 6

# Back to the main list; the five compounds before the break are reprinted first.
SMILES,BioA inh,Rv3671c protease,BoNT-F LC inh,FBA Mtb inh,UGM FP inh,PrPC TRFRET,GDH-TPI inh,MazF activator,FadD28 binding
COC(=O)/C=C1/N/C(=N\c2nc(C)cc(C)n2)N(c2cccc(C)c2)C1=O,0.4,-5,-1,-1,3.0,9,27,6,-1.2
C=CCn1c(Sc2nc(C)cs2)nc2c1c(=O)[nH]c(=O)n2C,-2.9,4,-2,2,2.0,-4,3,5,-0.8
Cc1ccc(NS(=O)(=O)c2ccc(OCC(=O)NCC3CCCO3)cc2)cc1 (stereo not given),.,-20,-11,4,-0.8,2,-4,4,-0.6
CC(C)OCCCNc1ccc(N2C(=O)CCCC2=O)cc1[N+](=O)[O-],-0.5,-3,16,-6,-0.1,-26,4,1,-0.8
COC(=O)/C=c1/s/c(=C(/C#N)C(=O)N2CCOCC2)n(-c2ccccc2)c1=O,-1.7,6,.,2,-2.4,6,40*,-1,-0.6
COc1ccc2c(c1)c(=O)oc1c(C)c(OC(C)C(=O)NCC3CCC(C(=O)O)CC3)ccc12 (stereo not given),-1.2,-10,1,35*,-2.7,0,9,0,-3.3
CS(=O)(=O)c1nc(-c2ccc(Br)cc2)cc(-c2ccccc2)c1C#N,-2.4,-16,-1,3,-1.5,3,3,5,-1.4
CN(C)c1nc(Oc2ccc(=O)[nH]n2)nc(N2CCOCC2)n1,.,1,7,5,-1.7,-2,1,8,1.6
Nc1ccc2nc(SCC(=O)Nc3ccc(N4CCOCC4)c(Cl)c3)sc2c1,.,3,-13,-3,0.4,12,-1,-6,1.6
CC1Cc2ccccc2N1Cc1cccc([N+](=O)[O-])c1 (stereo not given),-0.9,-3,22,3,4.1,.,-2,-6,2.7
Cc1ccc(-c2nc3ccccc3c(=O)n2CCCn2ccnc2)cc1,1.9,8,2,-4,-2.9,-7,9,-7,-1.3
C=CCn1c(COc2ccccc2)nnc1SCC(=O)Nc1ccc(S(N)(=O)=O)cc1,4.6,4,9,4,-1.6,10,4,9,0.2
CCOC(=O)C1=CCN(S(=O)(=O)c2ccccc2Cl)C1c1cccc(C)c1 (stereo not given),-0.9,.,-2,-3,.,1,.,.,-1.3
Cc1cc(C(=O)CSc2nnc(-c3ccncc3)n2-c2ccccc2)c(C)n1C,.,-2,-5,-1,1.8,2,19,-7,-1.4
C=CCNC(=O)c1ccc2c(=O)n(CCCN3CCCC3=O)c(=S)[nH]c2c1,.,-7,-3,1,0.4,12,7,7,0.1
CCOC(=O)N1CCC(NC(=O)CS(=O)Cc2nc(-c3ccc(C)cc3)oc2C)CC1 (stereo not given),0.8,-12,2,3,3.3,-3,1,-6,-1.2
CCOc1ccccc1NC(=O)Cn1c(=O)c(OCC)nc2cnccc21,6.6,2,0,-2,-0.7,.,2,12,-2.9
O=[N+]([O-])c1ccc(OCC(O)CN(C2CCCCC2)C2CCCCC2)cc1 (stereo not given),-0.5,-3,5,0,0.8,-5,8,2,-3.1
CC1(c2ccccc2)NC(=O)N(CC(=O)N2CCc3ccccc32)C1=O (stereo not given),-0.5,.,-1,0,.,-1,-6,10,-1.7
O=C1c2ccccc2C(=O)N1Cc1nc2ccccc2c(=O)n1CCCn1ccnc1,.,.,2,2,.,5,4,7,-1.5
Cc1ccc(C(=O)NCCNc2nc3cc(C)c(C)cc3cc2C)cc1,0.2,-8,-3,8,1.2,0,9,20,-1.5
CC(C)(C)NC(=O)c1ccccc1NC(=O)C1CCCO1 (stereo not given),.,6,0,-2,-0.4,8,-6,-10,-4.3
O=C(Nc1ccncc1)c1ccc2c(c1)S(=O)(=O)c1ccccc1C2=O,-1.4,-5,-10,1,0.0,-6,11,3,1.1
Cc1ccc(C(c2sc3nc(C)nn3c2O)N2CCN(c3ccccc3F)CC2)cc1 (stereo not given),8.5,2,-8,-3,0.0,-4,1,-3,-1.0
COCCN1CCC(CNCc2cn[nH]c2-c2ccc(C)c(C)c2)C1 (stereo not given),0.4,-6,-15,1,-0.3,-9,-5,1,-3.7
CN1C[C@@H]2[C@@H]3C(=O)N(C)C(=O)[C@@H]3[C@](C)(C1=O)N2C(=O)c1ccccc1,3.5,.,-2,-1,.,.,1,7,-2.2
O=C(Nc1ccccc1)OC(CN1CCCCC1)C(F)(F)F (stereo not given),1.2,-1,-5,3,3.8,-6,10,1,-0.3
COc1ccc(OC)c(S(=O)(=O)NC(C)c2ccc(-n3ccnc3)cc2)c1 (stereo not given),-2.9,6,-13,1,1.0,7,2,4,-6.6
CCOC(=O)c1nnn(-c2nonc2N)c1CSc1ccccn1,5.8,6,-4,0,-0.8,3,2,7,-0.6
COc1cc([N+](=O)[O-])ccc1-c1ccc(/C=N/NC(N)=O)o1,-1.5,-11,3,-16,2.7,-18,9,-5,-3.3

# Next part.
SMILES,BioA inh,Rv3671c protease,BoNT-F LC inh,FBA Mtb inh,UGM FP inh,PrPC TRFRET,GDH-TPI inh,MazF activator,FadD28 binding
COc1ccc(-c2cc3ccc(OC)cc3cn2)cc1,0.6,-3,0,46*,-1.2,-2,1,-1,-1.2
CCCCOc1ccc(CCN)cc1Cl,.,7,4,2,2.3,7,14,-1,-0.7
N#CC1=C(N)Oc2cc(O)ccc2C1c1ccc(Br)s1 (stereo not given),1.7,.,?,-5,-7.9,-2,-5,-41,2.6
CCOC(CCNC(=O)c1cn(C)c(=O)c2c1c1ccccc1n2C)OCC,-1.9,1,89*,15,-0.3,2,12,-6,-1.7
Cc1ccc(C(=O)OC(C)C(=O)NC2CCCCC2C)s1 (stereo not given),-0.1,3,-14,2,-2.9,-6,5,-2,-4.1
O=C(c1ccc(Cl)cc1)N1CCN(c2ccc(N3CCOCC3)nn2)CC1,0.1,.,-8,21,.,3,4,6,0.4
COC(=O)CC1C(=O)NCCN1C(=O)c1cc(OC)c(OC)cc1OC (stereo not given),0.1,7,-2,1,0.7,5,-7,1,-4.1
CCc1ccc(NC(=S)N(CCCN2CCN(C)CC2)Cc2cccs2)cc1,11,-20,-7,-2,3.0,-2,-9,2,-0.2
Cc1cccc(Cn2c(=O)n(-c3ccc(CC(=O)NCc4ccco4)cc3)c(=O)c3sccc32)c1,-0.6,-34,-4,2,1.8,3,7,7,0.5
COc1cc(/C=C2\OC(=O)c3c(OC)cccc32)ccc1O,.,7,0,1,-0.9,-24,22,15,4.3
O=C(/C=C/c1ccc([N+](=O)[O-])cc1)NCc1ccccn1,-0.9,0,-1,-2,0.5,-39,18,-16,-2.0
COc1ccc(OC)c(C2C(C(C)=O)=C(O)C(=O)N2Cc2cccnc2)c1 (stereo not given),1.9,1,-19,-1,-0.4,-1,25,-1,-1.8
O=[N+]([O-])c1cc(S(=O)(=O)N2CCOCC2)ccc1N1CCCC1,.,-1,-4,-3,2.6,-3,-4,3,-3.7
CC1(C)NC(=O)N(CC(O)CNC23CC4CC(CC(C4)C2)C3)C1=O (stereo not given),.,-6,11,4,0.1,6,-12,9,-1.2
CCC(=O)Nc1cc(-c2nn(C)c(=O)c3ccccc23)ccc1OC,-1.1,-8,3,1,2.7,-4,2,1,-0.4
CCCn1nnnc1NCc1ccc(N(CC)CC)cc1,0.8,-2,-2,2,-0.3,1,0,555*,-3.4
CC(C)C[C@@]12C(=O)N(c3cccc(Cl)c3)C(=O)N1[C@H](c1ccc(Cl)cc1)[C@@H]1C(=O)N(C3CCCCC3)C(=O)[C@@H]12,-1.1,-7,-5,4,-2.5,4,-8,-11,-1.6
COc1ccc(Nc2nc(OC)nc(N3CCOCC3)n2)cc1,3.4,-8,2,0,-0.1,-10,5,8,1.5
CSCCNC(=O)C1(C)CCN1C(=O)c1sccc1C (stereo not given),-0.7,.,-4,-1,.,-2,12,.,-0.3

# Screens (PubChem BioAssay)
